Assay outcomes (PubChem)
PABP1 MLLE inh – blocks PAM2 peptide binding to the PABP1 MLLE domain; P11940; GST-MLLE / FITC-PAM2 fluorescence polarization; inhibition, % at 20 µM; 0.36% of 360,000 active; in the data active = inhibition above about 35%, passing the limit was not always enough;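 also: plate controls were DMSO wells with GST-MLLE for no effect and wells lacking GST-MLLE protein for full effect; some results filed as inactive read as strong as hits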
Target sequence (P11940 whole entry, looked up, the tested form may be a part): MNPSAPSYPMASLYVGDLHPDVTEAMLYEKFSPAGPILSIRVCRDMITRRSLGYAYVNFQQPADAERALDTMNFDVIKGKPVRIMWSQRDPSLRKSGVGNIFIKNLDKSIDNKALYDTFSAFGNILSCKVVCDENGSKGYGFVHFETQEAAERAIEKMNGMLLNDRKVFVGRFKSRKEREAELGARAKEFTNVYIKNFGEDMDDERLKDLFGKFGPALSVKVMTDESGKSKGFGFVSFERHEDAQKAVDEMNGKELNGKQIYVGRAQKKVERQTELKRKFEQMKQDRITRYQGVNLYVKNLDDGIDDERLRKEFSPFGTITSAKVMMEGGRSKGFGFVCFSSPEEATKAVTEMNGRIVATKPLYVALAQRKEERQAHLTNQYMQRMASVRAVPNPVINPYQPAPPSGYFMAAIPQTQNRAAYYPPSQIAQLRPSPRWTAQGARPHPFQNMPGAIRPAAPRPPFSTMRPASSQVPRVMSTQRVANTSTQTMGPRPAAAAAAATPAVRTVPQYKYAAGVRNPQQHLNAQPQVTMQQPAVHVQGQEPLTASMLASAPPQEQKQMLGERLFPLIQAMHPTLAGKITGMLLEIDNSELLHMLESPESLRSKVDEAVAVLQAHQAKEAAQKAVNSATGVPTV
SKN-1 inh – blocks SKN-1 activity in C. elegans | C. elegans VP596 Pgst-4::GFP/RFP ratio, acrylamide-induced, 24 h | inhibition, % at 21.8 µM | 0.49% of 360,000 active | AID 624304;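 active = interference check ratio from 0.5 to 1.5 plus GFP to RFP signal ratio inhibition reaching or exceeding a fixed threshold, cut at about 30% in these data, passing the limit was not always enough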; also: some compounds called inactive have numbers as strong as hits
Rin1 Abl inh – human Rin1-Abl interaction inhibition; 0.4% of 360,000 active; TR-FRET Rin1/Abl binding, biochemical; inhibition, % at 7.35 µM; P00519+Q13671; in the data active = inhibition above about 5%, passing the limit was not always enough
MT1-MMP act inh – blocks activation of human MT1-MMP; HT1080 RFP-PRO-GFP cells, GFP/RFP ratio fluorescence, overnight; percent of plate control window, DMSO zero; P50281; 0.061% of 360,000 active; GFP/RFP ratio change, % at 20 µM;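 active = GFP/RFP ratio change of at least 30% with cell ATP level not reduced by more than half and red fluorescence within 50% of control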; also: strong numbers were not always called active
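Compound: 20 µM single dose, 1% DMSO / System: HT1080 RFP-PRO-GFP cells / Controls: DMSO and RFP-L50D-GFP cell wells / Read-out basis: GFP/RFP fluorescence ratio / Schedule: overnight compound exposure at 37 °C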
Rpn11 inh – Rpn11 (human) deubiquitinase inhibition; human 26S proteasome, Ub4-pepOG fluorescence polarization; 20S core pre-blocked with epoxomicin; calls only at 20 µM; 0.59% of 360,000 active; AID 588493;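 active = inhibition at 20 µM, scaled to each plate's controls, above about 33%, limit read from the data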
Target sequence (O00487 whole entry, looked up): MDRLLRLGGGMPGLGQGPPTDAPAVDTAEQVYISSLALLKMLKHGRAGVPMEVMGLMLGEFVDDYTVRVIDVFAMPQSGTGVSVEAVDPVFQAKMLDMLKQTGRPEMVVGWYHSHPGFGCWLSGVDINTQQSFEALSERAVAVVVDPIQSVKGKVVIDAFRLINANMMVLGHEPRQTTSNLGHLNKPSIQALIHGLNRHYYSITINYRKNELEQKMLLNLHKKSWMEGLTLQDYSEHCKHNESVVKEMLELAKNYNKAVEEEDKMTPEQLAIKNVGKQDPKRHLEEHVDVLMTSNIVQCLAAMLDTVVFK
NadD block – NadD (S. aureus) enzyme inhibition | purified NadD enzyme, colorimetric absorbance read-out | inhibition, % at 20 µM | 0.78% of 360,000 active | AID 602399; in the data active = inhibition above about 26%; also: some compounds past the cut are filed as inactive
Neddylation inh – cullin neddylation inhibition | 0.58% of 360,000 active | TR-FRET cullin neddylation, biochemical | AID 651699 | P61081+Q13564 | calls only at 25 µM; in the data active = inhibition above about 36%
FAS-TE inh – inhibitors of human fatty acid synthase thioesterase domain. P49327. recombinant FAS-TE, OMFH fluorogenic substrate, fluorescence endpoint. inhibition, % at 15 µM. 0.67% of 360,000 active. AID 602261;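 active = compounds whose normalised, plate-corrected inhibition of enzyme fluorescence in the single-dose primary screen is 50% or more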;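 also: 0% = DMSO with enzyme and 100% = substrate without enzyme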
CSN deneddyl inh – CSN deneddylation inhibition | Q92905 | Purified CSN, SCF-Nedd8-OG deneddylation, fluorescence polarization | inhibition, % at 12.5 µM | 0.38% of 360,000 active | AID 651999;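 active = pattern-corrected inhibition above about 35%, with an unprinted fluorescence ratio check between 0.5 and 1.5, limit read from the data, passing the limit was not always enough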;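 also: 0% = enzyme with substrate and 100% = substrate without enzyme; some results filed as inactive read as strong as hits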
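Assay system: purified human Csn5 enzyme expressed in HEK293T cells; measure: % inhibition; also added: SCFSkp2-Nedd8OG substrate at 10 nM final; technique: fluorescence polarization; times: reaction 90 min, room temperature; medium: Tris buffer pH 7.5, NaCl, DTT, Tween-20, trehalose, ovalbumin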
The depositor's hits bear a star; i = inactive.

nr	SMILES	PABP1 MLLE inh	SKN-1 inh	Rin1 Abl inh	MT1-MMP act inh	Rpn11 inh
1	C[C@@H]1CN([C@H](C)CO)C(=O)c2cc(Br)cnc2O[C@H]1CN(C)C	4	22	-5	1	i
2	Cc1ccnc(NC(=S)NC(=O)c2cncc(Br)c2)c1	31	5	1	1	i
3	NC(N)=NN=C1CCCCCCCCCCC1	-13	1	4	1	i
4	O=C(NC(=S)NCCc1ccccc1)c1ccco1	20	-22	2	5	i
5	CCOCCCNS(=O)(=O)c1ccc(NC(=O)c2ccccc2)cc1	-5	10	-2	-7	i
6	O=C(O)C1(c2ccccc2)CCN(S(=O)(=O)c2cccc(Cl)c2)CC1	3	6	2	-3	i
7	COc1cc(C(=O)Nc2ccc(S(=O)(=O)Nc3cc(C)nc(C)n3)cc2)cc(OC)c1OC	2	4	2	9	i
8	Cc1ccc2c(COC(=O)c3c(C)noc3C)cc(=O)oc2c1	-8	-12	-2	2	i
9	COc1cc(CO)cc(Br)c1OCC(=O)O	-121	11	1	-2	i
10	CC(=O)c1c(C)[nH]c(C(=O)COC(=O)c2cccnc2Cl)c1C	-6	-5	-1	6	i
11	COC(=O)C1C(=O)NC(SC)=C(C#N)C1c1ccccc1F (configuration not stated)	15	11	-2	1	i
12	COc1ccc(NC(=O)C2C3C=CC4(O3)C2C(=O)N(CCCN2CCCC(C)C2)C4C(=O)NC2CCCCC2)cc1 (configuration not stated)	3	9	4	-4	i
13	COc1ccc(C2/C(=C(\O)c3ccc4c(c3)OCCO4)C(=O)C(=O)N2Cc2cccnc2)cc1 (configuration not stated)	12	7	-6	-9	i
14	CS(=O)(=O)Nc1ccc(OCc2ccccc2)cc1	1	-8	-4	2	i
15	CCc1cc(Cn2nc(-c3ccccc3)cc2C(=O)NCCOC)on1	10	16	1	3	i

nr	NadD block	Neddylation inh	FAS-TE inh	CSN deneddyl inh
1	6	i	-10	2
2	5	i	-1	-15
3	-2	i	-1	-2
4	-6	i	5	-1
5	3	i	-3	4
6	-3	i	-3	3
7	8	i	-2	6
8	-2	i	16	5
9	17	i	1	2
10	-9	i	-2	-2
11	-5	i	-4	-9
12	-6	i	-1	3
13	10	i	-2	-3
14	10	i	-3	-1
15	-2	i	-7	-4

Overlap with the part before: 2 entries, followed by the next part.
nr	SMILES	PABP1 MLLE inh	SKN-1 inh	Rin1 Abl inh	MT1-MMP act inh	Rpn11 inh
14	CS(=O)(=O)Nc1ccc(OCc2ccccc2)cc1	1	-8	-4	2	i
15	CCc1cc(Cn2nc(-c3ccccc3)cc2C(=O)NCCOC)on1	10	16	1	3	i
16	CN(C)CCC(Oc1ccccc1OCc1ccccc1)c1ccccc1 (configuration not stated)	8	1	0	-4	i
17	CCOc1cc(C(=O)Nc2ncccn2)cc(OCC)c1OCC	-2	6	-3	9	i
18	Cc1nnc(Sc2nc3c(c(=O)[nH]c(=O)n3C)n2Cc2ccccc2)s1	1	-17	3	4	i
19	Cc1ccc(CN2CCN(/N=C/c3cccn3C)CC2)c(C)c1	10	8	-3	6	i
20	CCn1cnc2cc(NS(=O)(=O)c3ccc(OC)c(OC)c3)ccc21	-4	-6	1	-1	i
21	CSc1ccc(C(=S)N2CCN(CCO)CC2)cc1	22	16	-2	3	i
22	COC(=O)c1ccc([C@@H](O)[C@H](C)C(=O)CC(=O)OC(C)(C)C)cc1	13	2	7	3	i
23	COc1cccc(CNC(=O)COc2cc(O)c3c(c2)OC(C)(C)CC3=O)c1	-3	8	-2	0	i
24	Cn1c(CC(=O)NCCO)c(Sc2ccccc2)c2ccccc21	0	9	-1	4	i
25	CC(NC(=O)c1ccccc1Cl)c1ccc(-n2ccnc2)cc1 (configuration not stated)	-2	-7	2	2	i
26	CCCC(=O)O[C@]1(C(=O)CO)CC[C@H]2[C@@H]3CCC4=CC(=O)CC[C@]4(C)[C@H]3[C@@H](O)C[C@@]21C	19	0	-3	4	i
27	COc1ccc(N2C(=S)NC3CS(=O)(=O)CC32)cc1 (configuration not stated)	-79	0	-1	1	i
28	COC(=O)c1ccc(OC(=O)CCS(=O)(=O)c2ccc(C)cc2)cc1	-13	-3	-1	1	i
29	COCCN(C(=O)c1csnn1)C(C(=O)NC1CCCCC1)c1ccccc1 (configuration not stated)	32	4	-1	1	i
30	COC(=O)c1ccc(C(=O)OC)c(NC(=O)COC(=O)c2ccccc2OC)c1	9	14	3	3	i

nr	NadD block	Neddylation inh	FAS-TE inh	CSN deneddyl inh
14	10	i	-3	-1
15	-2	i	-7	-4
16	-2	i	-6	5
17	4	i	-5	1
18	-6	i	-7	-3
19	8	i	14	6
20	-2	i	-5	1
21	4	i	-5	4
22	-4	i	-8	2
23	-6	i	5	2
24	-3	i	-3	-6
25	6	i	-5	-3
26	6	i	4	-6
27	6	i	-7	-5
28	-26	i	12	1
29	-6	i	-4	2
30	-1	i	-3	1

Full records as entered above. Order of values: PABP1 MLLE inh | SKN-1 inh | Rin1 Abl inh | MT1-MMP act inh | Rpn11 inh | NadD block | Neddylation inh | FAS-TE inh | CSN deneddyl inh
Cc1nnc(Sc2nc3c(c(=O)[nH]c(=O)n3C)n2Cc2ccccc2)s1 as listed: 1 | -17 | 3 | 4 | i | -6 | i | -7 | -3
Cc1ccc2c(COC(=O)c3c(C)noc3C)cc(=O)oc2c1 as listed: -8 | -12 | -2 | 2 | i | -2 | i | 16 | 5
O=C(O)C1(c2ccccc2)CCN(S(=O)(=O)c2cccc(Cl)c2)CC1 as listed: 3 | 6 | 2 | -3 | i | -3 | i | -3 | 3
COC(=O)C1C(=O)NC(SC)=C(C#N)C1c1ccccc1F (configuration not stated) as listed: 15 | 11 | -2 | 1 | i | -5 | i | -4 | -9

Other structures
nr	SMILES	PABP1 MLLE inh	SKN-1 inh	Rin1 Abl inh	MT1-MMP act inh	Rpn11 inh
31	Cc1ccc(S(=O)(=O)N2CCOC2CNC(=O)C(=O)NCCc2c[nH]c3ccccc23)cc1 (configuration not stated)	-1	-1	3	-1	i
32	COc1ccc(NC(=O)CN2CCN(CC(=O)Nc3ccccc3F)CC2)c(OC)c1	-2	17	-4	1	i
33	CCOC(=O)C(C)Sc1cc(CS(=O)(=O)c2ccccc2)nc(-c2ccccc2)n1 (configuration not stated)	-1	-1	-6	-1	i
34	Cc1cc(C(=O)NC2CCCCCCC2)ccc1[N+](=O)[O-]	1	20	0	1	i
35	CCC1(CC)CNC(=O)NC1	9	-15	2	1	i
36	O=C(NCCC1=CCCCC1)C1CCN(C(=O)Nc2ccccc2)CC1	6	9	2	1	i
37	COC(=O)CSc1nnc(-c2ccoc2C)n1-c1ccc(C)cc1	-9	-21	2	9	i
38	COc1cccc(CN2CCNC(=O)C2CC(=O)NCCCn2ccnc2)c1 (configuration not stated)	9	0	-3	7	i
39	CC(C)CCc1noc(CN(C)CC2CCN(Cc3ccccc3)CC2)n1	-10	-4	3	-2	i
40	CCC(=O)c1ccc(OCC(=O)OCC(=O)NC2CCCC2)cc1	2	4	0	2	i
41	COc1ccc2c(c1)c(C(C)=O)c(C)n2-c1ccccc1	-5	17	-2	-3	i
42	COc1ccc(N2C(=O)CC(N3CCC(O)(c4cccc(C(F)(F)F)c4)CC3)C2=O)cc1 (configuration not stated)	4	18	-1	1	i
43	COc1ccc(Nc2nc3ccccc3nc2NS(=O)(=O)c2ccc(NC(C)=O)cc2)cc1	9	15	-2	7	i
44	O=C(c1ccc(S(=O)(=O)Nc2ccccc2)cc1)N1CCOCC1	3	8	0	2	i
45	O=C(O)CCCCCNC(=O)/C=C/c1ccco1	-6	1	-2	-3	i

nr	NadD block	Neddylation inh	FAS-TE inh	CSN deneddyl inh
31	0	i	5	0
32	6	i	0	-2
33	1	i	36	1
34	-11	i	20	106
35	-1	i	-6	0
36	-2	i	-1	-1
37	-1	i	-6	0
38	-2	i	-5	-3
39	-8	i	-4	7
40	-8	i	-9	-4
41	-6	i	1	0
42	0	i	-3	3
43	5	i	2	-4
44	-5	i	-1	-5
45	-2	i	-8	5

Continued.
nr	SMILES	PABP1 MLLE inh	SKN-1 inh	Rin1 Abl inh	MT1-MMP act inh	Rpn11 inh
46	CCOc1cc(C(=O)NCc2ccncc2)cc(OCC)c1OCC	-15	3	1	-1	i
47	C/C(=C\c1ccccc1)C(=O)N1CCN(Cc2ccc3c(c2)OCO3)CC1	-13	-20	3	2	i
48	COc1cc2nc3n(c(=O)c2cc1OC)-c1cc2ccccc2cc1C(=O)NC3CC(C)C (configuration not stated)	3	2	2	-5	i
49	CC(C)CCNC(=O)NC(=O)COC(=O)/C=C/c1cccc([N+](=O)[O-])c1	3	14	2	4	i
50	C/C=C/c1cc(CN2CCN(c3ccccc3)CC2)c(O)c(OC)c1	-3	0	5	6	i
51	CS(=O)(=O)N(CCc1ccccc1)CC(=O)NCc1ccco1	8	-8	0	1	i
52	Cc1cccc(-n2c(C)c(-c3ccccc3)[nH]c2=S)c1	24	1	-2	5	i
53	CN(Cc1cccc(F)c1)C(=O)C1CC(=O)N(c2ccc3c(c2)OCCO3)C1 (configuration not stated)	13	7	4	-3	i
54	CCC1(CC)C(=O)NC(=O)NC1=NCCc1c[nH]c2ccccc12	-7	1	-3	3	i
55	C=C1CCN([C@H](C(=O)NCc2cc(OC)c(OC)c(OC)c2)C(C)C)S(=O)(=O)c2ccccc21	3	-2	2	-1	i
56	Cc1cccc(N(C)S(=O)(=O)c2c[nH]c3ccc([N+](=O)[O-])cc23)c1	0	17	2	2	i

nr	NadD block	Neddylation inh	FAS-TE inh	CSN deneddyl inh
46	-3	i	-9	-7
47	3	i	-1	-3
48	3	i	28	6
49	-6	i	12	0
50	4	i	-1	-5
51	-1	i	-7	3
52	7	i	0	1
53	-4	i	-8	-4
54	-2	i	-2	-5
55	-3	i	-7	4
56	-12	i	-99	3
